CHRM5 agonist: human M5 muscarinic receptor agonists, primary screen, CHO-K1 cells, Fluo-8 calcium fluorescence; CHO-K1 hM5 cells; 0% DMSO wells, 100% maximal acetylcholine response; activation, % at 3 µM; 360,000 tested, 0.19% active; AID 624037, 2012;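 active = activation above the run's mean over test compounds plus 3 SD, cut at about 23% in these data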;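 also: signal is peak over basal fluorescence ratio across the kinetic read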
Target sequence (P08912 whole entry, looked up): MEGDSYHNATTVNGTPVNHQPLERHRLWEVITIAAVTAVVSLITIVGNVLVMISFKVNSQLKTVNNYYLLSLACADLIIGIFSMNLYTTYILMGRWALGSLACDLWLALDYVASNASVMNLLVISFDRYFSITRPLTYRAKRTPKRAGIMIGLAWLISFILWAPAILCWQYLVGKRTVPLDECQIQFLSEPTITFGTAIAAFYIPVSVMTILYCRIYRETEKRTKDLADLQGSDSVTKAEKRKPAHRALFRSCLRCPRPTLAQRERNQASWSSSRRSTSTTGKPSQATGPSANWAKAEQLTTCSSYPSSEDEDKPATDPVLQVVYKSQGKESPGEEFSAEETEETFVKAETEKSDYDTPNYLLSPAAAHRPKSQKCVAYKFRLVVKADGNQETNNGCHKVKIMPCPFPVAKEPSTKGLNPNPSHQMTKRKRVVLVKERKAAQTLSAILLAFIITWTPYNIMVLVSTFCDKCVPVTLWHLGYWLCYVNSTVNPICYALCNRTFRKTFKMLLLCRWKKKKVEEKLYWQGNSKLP
M4 ag: human M4 muscarinic receptor agonists, primary screen, CHO-K1 cells, Fluo-8 calcium fluorescence. Muscarinic acetylcholine receptor M4 (Homo sapiens), P08173. CHO-K1 hM4/Gqi5; vehicle 0%, full acetylcholine response 100%. activation, % at 3 µM. 360,000 tested, 0.14% active. AID 624127, 2012;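 active = activation above the run mean over all test wells plus 3 SD, cut at about 32% in these data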;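 also: peak over basal fluorescence ratio per well then scaled between controls; 0% = DMSO wells and 100% = acetylcholine at EC100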
Target sequence (P08173 whole entry, looked up): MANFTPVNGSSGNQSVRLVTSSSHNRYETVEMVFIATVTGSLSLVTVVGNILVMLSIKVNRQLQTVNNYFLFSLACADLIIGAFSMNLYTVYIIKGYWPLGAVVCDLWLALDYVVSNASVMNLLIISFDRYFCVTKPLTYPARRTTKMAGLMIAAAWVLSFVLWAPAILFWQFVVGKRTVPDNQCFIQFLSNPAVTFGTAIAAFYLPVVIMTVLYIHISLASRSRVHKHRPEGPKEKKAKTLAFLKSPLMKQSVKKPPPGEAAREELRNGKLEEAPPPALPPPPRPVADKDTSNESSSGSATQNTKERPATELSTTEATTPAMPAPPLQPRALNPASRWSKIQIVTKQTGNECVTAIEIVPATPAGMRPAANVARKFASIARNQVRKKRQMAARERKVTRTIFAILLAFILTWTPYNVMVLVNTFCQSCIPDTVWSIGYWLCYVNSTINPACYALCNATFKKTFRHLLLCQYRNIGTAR
M5 antag: human M5 muscarinic receptor antagonists, primary screen, CHO cells, Fluo-8 calcium fluorescence. 360,000 tested, 0.59% active. CHO-hM5 cells, ACh EC80. inhibition, % at 3 µM. AID 624040, 2012. Muscarinic acetylcholine receptor M5 (Homo sapiens), P08912;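 active = inhibition above a per-plate cutoff, the mean of that plate's test compounds plus 3 SD, cut at about 27% in these data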;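 also: 0% = acetylcholine EC80 with DMSO and 100% = DMSO without agonist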
CHRM5 PAM: human M5 muscarinic receptor positive allosteric modulators, primary screen, CHO-K1 cells, Fluo-8 calcium fluorescence. Muscarinic acetylcholine receptor M5 (Homo sapiens), P08912. CHO-K1 hM5, ACh EC20 PAM; 0% = ACh EC20, 100% = ACh EC100. activation, % at 3 µM. 360,000 tested, 0.3% active;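 active = activation above the run cutoff, the mean activation of all test compounds plus 3 SD, cut at about 18% in these data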
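system = human M5 receptor in CHO-K1 cells | reagent = EC20 acetylcholine as agonist stimulus | compound dosing = single-point, 3 µM nominal | incubation = Fluo-8 loading 80 min at 37 °C plus 30 min room temperature | detection = Fluo-8 calcium dye fluorescence, kinetic read | benchmarks = low control EC20 acetylcholine (0%), high control EC100 acetylcholine (100%)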
M4 PAM: human M4 muscarinic receptor positive allosteric modulators, primary screen, CHO-K1 cells, Fluo-8 calcium fluorescence. 360,000 tested, 0.4% active. CHO-K1 hM4/Gqi5, ACh EC20; 0% = ACh EC20, 100% = maximal ACh. activation, % at 3 µM. AID 624126, 2012;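 active = activation above its plate's cutoff, the mean activation of sample wells plus 3 SD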; also: some results filed as inactive read as strong as hits
CHO-K1 Ca ag: counter-screen for M1 agonists: effect in parental CHO-K1 cells | 360,000 tested, 0.48% active | Fluo-8 calcium fluorescence; scaled to maximal ATP response, vehicle zero | activation, % at 3 µM; in the data active = activation above about 15%;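 also: untransfected CHO-K1 host cells lacking M1 receptor as counterscreen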
CHO-K1 Ca antag: nonselective inhibitor or artifact in parental CHO-K1 cells; ATP-induced calcium, Fluo-8 fluorescence; inhibition, % at 3 µM; 360,000 tested, 0.6% active;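 active = inhibition above a per-plate cutoff, the plate's mean sample inhibition plus 3 SD, cut at about 24% in these data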;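 also: 0% = DMSO plus EC80 ATP and 100% = DMSO alone without ATP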
CHRM4 antagonist: human M4 muscarinic receptor antagonists, primary screen, CHO cells, Fluo-8 calcium fluorescence. Muscarinic acetylcholine receptor M4 (Homo sapiens), P08173. CHO-hM4 cells, ACh EC80. inhibition, % at 3 µM. 360,000 tested, 0.73% active. AID 624125, 2012;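 active = inhibition above its plate's cutoff, the mean inhibition of sample wells plus 3 SD, cut at about 27% in these data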;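 also: 0% = acetylcholine EC80 with DMSO and 100% = DMSO without agonist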
CHO-K1 Ca PAM: nonselective calcium activators in parental CHO-K1 cells, primary screen, counter-screen for M1 PAM project, cell-based, Fluo-8 calcium fluorescence, full deck, 1536-well | ATP EC20; 0% at ATP EC20, 100% at ATP max | activation, % at 3 µM | 360,000 tested, 0.02% active;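 active = activation above the run cutoff, the mean activation of all test compounds plus 3 SD, cut at about 40% in these data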;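 also: peak over basal fluorescence ratio in a 140 s read after ATP addition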
Numbers without * were called inactive.

SMILES	CHRM5 agonist	M4 ag	M5 antag	CHRM5 PAM	M4 PAM	CHO-K1 Ca ag	CHO-K1 Ca antag	CHRM4 antagonist	CHO-K1 Ca PAM
COc1ccc(CCc2nc(-c3ccc(-n4cccc4)cc3)no2)cc1	4	1	2	1	4	-0.2	6	-5	12
COc1cccc(CNC(=O)COC(=O)c2nc(Cl)c(Cl)c(Cl)c2Cl)c1	-10	0	3	-5	-3	-0.8	4	20	-12
O=C(Nc1ccccc1)Nc1cccc(NC(=O)Nc2ccccc2)c1F	-2	1	12	1	-8	-0.5	8	6	4
CCc1ccc(-c2cc(C(=O)N/N=C/c3ccccn3)[nH]n2)cc1	0	4	-4	-6	-7	2.5	-6	6	13
CN(C(=O)CN1CCN(c2cc(-c3cccc4oc5ccccc5c34)ncn2)CC1)c1ccccc1	0	9	8	-3	-6	1.8	-4	-11	7
CCOCc1cn(CC(=O)c2ccc([N+](=O)[O-])cc2)c(C)nc1=N	-4	1	-6	0	14	0.7	1	-9	18
Cc1cccc(C(=O)NC2CCCCCCC2)c1	-5	0	10	9	-3	-0.5	-15	2	26
O=[N+]([O-])c1cccc(S(=O)(=O)NCCc2cn3ccccc3n2)c1	4	2	-5	7	5	-0.2	13	26	-4
Cc1ccc(S(=O)(=O)Nc2c(O)c3ccccc3oc2=O)cc1C	-3	0	14	1	4	0.7	-11	0	12
CSc1ccc(-c2nc(CN3CCCCC3c3cccnc3)c(C)o2)cc1 (centres undefined)	-2	3	2	6	-11	0.8	-3	7	-1
COc1ccc(S(=O)(=O)Nc2ccc(-c3ccc(N4CCCC4)nn3)cc2)cc1C	-6	-1	3	-3	-3	0.6	-15	5	10
CCOc1ccc(/C=N/NC(=O)c2ccccc2O)cc1CN1CC2CC(C1)c1cccc(=O)n1C2 (centres undefined)	2	14	3	-12	-8	3.8	-5	-3	-8
O=Cc1ccc(OCc2cn(CC(=O)c3ccc(O)cc3)nn2)cc1	6	1	-8	0	-2	0.9	-4	-1	-6
CN(C)c1ccc(C2CC(c3cccc(NS(C)(=O)=O)c3)=NN2C(=O)c2ccccc2)cc1 (centres undefined)	4	1	6	8	-5	2.4	11	3	4
Cc1cc(Br)ccc1NC(=O)CSc1nnc(CN2CCOCC2)n1C	-3	0	13	-3	-6	0.1	-16	4	3
C=CCNc1nc(NCCN2CCOCC2)nc(N2CCOCC2)n1	-3	1	0	0	-4	0.7	-2	5	3
COC(=O)CSc1nc2cc(C)cc(C)c2cc1C#N	-8	1	-7	5	1	0.1	-5	-2	6
O=C(CNC(=O)c1ccccc1F)NC1CC1	2	0	3	1	-2	0.1	-1	8	-6
Nc1nc(-c2cccnc2)nn1S(=O)(=O)c1ccccc1	0	1	-8	5	5	0.3	-8	7	12
O=C(COc1ccc(-n2cnnn2)cc1)Nc1ccc(F)cc1	3	1	6	-3	2	0.3	3	12	9
O=[N+]([O-])c1ccc(N2CCN(c3ccccc3F)CC2)nc1	-2	1	11	-2	1	1.0	-16	-8	15
COCCNC(=O)NC12CC3(C)CC(C)(CC(C)(C3)C1)C2	-4	0	11	-7	3	0.4	-14	7	28
CCc1nn(CC(=O)NCCCc2ccccc2)c(=O)c2cc3c(OC)cccc3n12	-4	1	0	2	-1	0.2	-3	5	-5
O=C(c1ccc(NS(=O)(=O)c2ccc3[nH]c(=O)[nH]c3c2)cc1)N1CCCC(C(F)(F)F)C1 (centres undefined)	3	-1	2	1	-2	0.7	11	-9	-11
Cc1cc(=O)[nH]c2nnc(-c3ccc(Br)cc3)n12	-2	0	13	-3	7	1.5	-9	-6	17
(more compounds)
SMILES	CHRM5 agonist	M4 ag	M5 antag	CHRM5 PAM	M4 PAM	CHO-K1 Ca ag	CHO-K1 Ca antag	CHRM4 antagonist	CHO-K1 Ca PAM
Cn1cc(/C=C/C(=O)N2CCCC(C(=O)c3cccc4ccccc34)C2)cn1 (centres undefined)	-2	4	6	0	9	0.4	-3	-11	-7
O=C(c1ccc(Cn2c(=S)[nH]c3ccc(Br)cc3c2=O)cc1)N1CCN(C2CCCCC2)CC1	-7	3	9	-6	-18	1.2	-13	10	25
COc1cccc(NC(=O)CC2C(=O)NC3CCCCC3N2C(=O)c2ccc(F)cc2)c1 (centres undefined)	5	14	7	-11	-3	4.0	1	3	-1
Cc1nn(-c2ccc(N3CCOCC3)nn2)c(C)c1CCC(=O)NCc1ccccc1	-4	2	11	-4	1	8.8	4	-2	6
O=C(c1ccc([N+](=O)[O-])cc1)N1CCSC1c1ccccc1 (centres undefined)	-9	0	4	-4	-7	0.6	-8	12	20
O=C(CN1C(=O)NC2(CCCc3ccccc32)C1=O)NC1CCCCC1 (centres undefined)	1	0	3	-4	1	0.7	-6	5	-19
CC1CN(c2cc(=O)n(-c3ccccc3)c(=O)[nH]2)CC(C)O1 (centres undefined)	1	1	-4	2	5	-0.2	-3	-14	3
Cc1nn2c(N3CCCC3)cc(C(C)C)nc2c1-c1ccccc1	-7	0	-3	4	1	0.4	-16	4	18
Cc1ccc2c(c1)N(C)/C(=C/c1cccc[n+]1CCO)S2	-8	0	7	-1	0	-0.6	-3	-8	2
COc1ccc(S(=O)(=O)NC(CC(=O)NCc2ccco2)c2ccco2)cc1 (centres undefined)	-2	0	6	-1	-3	-0.2	20	7	-8
CNC(=O)c1ccsc1NC(=O)c1ccc2c(c1)CCCC2	-1	9	9	-9	0	2.5	2	-5	12
O=C1CCc2ccc(NC(=O)C3CC3)cc2N1	1	2	8	3	4	1.6	-21	-7	1
CCc1[nH]nc2c1C1(CCN(C(=O)c3ccccc3)CC1)C(C#N)=C(N)O2	2	1	2	-3	1	0.4	-17	-3	17
CCc1ccc(CN(C)C(=O)c2ccc3c(=O)n4c(nc3c2)CCC4)cc1	-1	4	1	4	0	2.3	-4	-3	1
Cc1csc(NC(=O)Cc2ccc(F)cc2)n1	0	1	-4	4	2	2.0	-6	0	18
Cc1ccc2nc(SC(C)C(=O)N3CC(C)OC(C)C3)[nH]c2c1 (centres undefined)	2	3	10	2	-7	0.8	-16	7	20
NC(=O)COC(=O)CCSc1ccc(Cl)cc1	-2	1	-2	3	3	0.1	-6	-9	8
COc1ccc(NC(=O)CSc2nc3[nH]ncc3c(=O)n2-c2ccccc2OC)cc1OC	1	0	-1	0	6	-0.2	-12	4	28
O=C(O)CSc1ncnc2c1oc1ccccc12	4	1	0	-1	17	0.3	-8	8	18
Cc1cc2c(NC(=O)CC(C)(C)CC(=O)O)cccc2nn1	-2	1	8	5	-1	0.6	-9	-2	15
O=C(CN1CCc2ccccc2C1)Nc1ccccc1C(F)(F)F	-5	-1	16	-5	2	-0.1	-12	-1	17
CN1CCN(S(=O)(=O)c2ccc(NC(=O)c3cccs3)cc2)CC1	0	1	0	2	1	0.8	-4	14	17
COCCN(C(=O)CSc1nc(-c2ccccc2)cn1N)c1c(N)n(Cc2ccccc2)c(=O)[nH]c1=O	-2	0	-2	0	1	0.9	-2	-6	10
O=C1CCN=C(Nc2ccc(F)cc2)N1Cc1ccccc1	0	1	0	-2	-3	0.0	10	2	-4
Cc1ccc2c(c1)nnn2C1CCN(S(=O)(=O)c2ccc(C(=O)N3C(C)CCCC3C)cc2)CC1 (centres undefined)	-6	12	22	-37	-10	5.7	16	14	-12
The listing continues.
SMILES	CHRM5 agonist	M4 ag	M5 antag	CHRM5 PAM	M4 PAM	CHO-K1 Ca ag	CHO-K1 Ca antag	CHRM4 antagonist	CHO-K1 Ca PAM
Cc1ccc(C)c(N2CCN(C(=O)CCS(=O)(=O)c3ccc4c(c3)NC(=O)CO4)CC2)c1	6	29	13	-17	-19	17*	-3	9	3
Cc1cc(=O)oc2c(C(=O)/C=C/c3ccccc3)c(O)ccc12	-2	1	-6	0	6	0.5	-12	6	17
CCOc1ccccc1NC(=O)CCN1CCN(S(=O)(=O)c2ccc(OC)cc2)CC1	-3	1	-2	-1	-1	-0.2	-15	-12	24
Cc1ccccc1Nc1nc(N)nc(COC(=O)CCS(=O)(=O)c2ccccc2)n1	1	2	-2	-3	3	0.7	11	11	-9
C=CCn1c(=O)c(C(=O)NCCc2ccccc2)c(O)c2ccccc21	2	0	-1	0	2	0.9	-14	-2	19
COC(=O)c1ccc(C(=O)OCCCc2nc3ccc(N)cc3[nH]2)cc1	-3	0	-1	-1	-4	0.0	3	9	3
CC(=O)Nc1ccc(NC(=O)c2ccc(C3SCC(=O)N3CCc3ccccc3)cc2)cc1 (centres undefined)	-3	2	6	-6	-7	1.3	12	13	-12
CCC(CC)C(=O)Nc1nnc(SCC(=O)N2CCN(c3ccccc3OC)CC2)s1	0	3	1	-9	-4	2.3	-17	-4	17
CCC(=O)Nc1cccc(NC(=O)CSc2nc3c(c(=O)n(C)c(=O)n3C)n2C)c1	-3	2	5	4	-1	1.4	-15	-6	-9
O=c1[nH][nH]cc1C=Nc1ccc(Cl)cc1Cl	1	0	-4	1	4	0.2	-4	-5	18
COCCOC(=O)C1=C(C)OC(N)=C(C#N)C1c1ccco1 (centres undefined)	-2	0	-5	8	-4	1.1	-1	4	14
O=C(COC(=O)CNC(=O)c1ccccc1)Nc1ccc(S(=O)(=O)N2CCOCC2)cc1	2	1	6	0	2	1.7	-15	0	19
O=C(CN(C(=O)CCC(=O)Nc1nccs1)c1ccc(F)cc1)NCCc1ccccc1	0	3	11	-2	-4	2.5	-13	3	1
COc1ccc(OCC(=O)N/N=C/c2ccc(OC)c(OC)c2C(=O)O)cc1	-1	2	1	-2	-4	0.6	-7	5	17
CCOc1ncccc1C(=O)N(C)CC(=O)Nc1ccc(C)cc1	0	0	-1	2	-5	0.4	-2	11	9
CCc1ccccc1NC(=O)COC(=O)C1CC(=O)N(c2ccc(F)cc2)C1 (centres undefined)	0	1	2	-1	-8	0.1	29*	13	-8
CCOC(=O)N1CCN(C(=O)c2cnn3c(C)c(Cc4ccc(C)cc4)c(C)nc23)CC1	2	0	-4	7	8	0.9	-22	5	16
COC(=O)c1ccc(NC(=O)Nc2ccc(F)cc2F)cc1	7	10	4	-13	-10	7.0	1	-4	3

An excerpt from above in order of SMILES length, smallest number first:
SMILES	CHRM5 agonist	M4 ag	M5 antag	CHRM5 PAM	M4 PAM	CHO-K1 Ca ag	CHO-K1 Ca antag	CHRM4 antagonist	CHO-K1 Ca PAM
O=c1[nH][nH]cc1C=Nc1ccc(Cl)cc1Cl	1	0	-4	1	4	0.2	-4	-5	18
COC(=O)c1ccc(NC(=O)Nc2ccc(F)cc2F)cc1	7	10	4	-13	-10	7.0	1	-4	3
COCCOC(=O)C1=C(C)OC(N)=C(C#N)C1c1ccco1 (centres undefined)	-2	0	-5	8	-4	1.1	-1	4	14
C=CCn1c(=O)c(C(=O)NCCc2ccccc2)c(O)c2ccccc21	2	0	-1	0	2	0.9	-14	-2	19
COC(=O)c1ccc(C(=O)OCCCc2nc3ccc(N)cc3[nH]2)cc1	-3	0	-1	-1	-4	0.0	3	9	3

Assay outcomes as filed in PubChem BioAssay.

No enrichment for hits; any-hit rate near 2.7%.
